GCN5L2 inh = qHTS Assay for Inhibitors of GCN5L2 | GCN5L2 HAT assay, ThioGlo1 CoA-SH fluorescence | Potency, µM (series often up to 58.9 µM), without a hit: top-dose activity change, negative = inhibition, hits mostly inhibitors | Histone acetyltransferase KAT2A (Homo sapiens), Q92830 | AID 504327, 2011 | hit rate 0.21% among 390,000; active = well fitted inhibition curve with a large enough effect; inconclusive = small, poorly fitted or top-dose-only effect, or another doubt; inactive = no such curve, though single readings can be large or run the other way
Target sequence (Q92830 whole entry, looked up): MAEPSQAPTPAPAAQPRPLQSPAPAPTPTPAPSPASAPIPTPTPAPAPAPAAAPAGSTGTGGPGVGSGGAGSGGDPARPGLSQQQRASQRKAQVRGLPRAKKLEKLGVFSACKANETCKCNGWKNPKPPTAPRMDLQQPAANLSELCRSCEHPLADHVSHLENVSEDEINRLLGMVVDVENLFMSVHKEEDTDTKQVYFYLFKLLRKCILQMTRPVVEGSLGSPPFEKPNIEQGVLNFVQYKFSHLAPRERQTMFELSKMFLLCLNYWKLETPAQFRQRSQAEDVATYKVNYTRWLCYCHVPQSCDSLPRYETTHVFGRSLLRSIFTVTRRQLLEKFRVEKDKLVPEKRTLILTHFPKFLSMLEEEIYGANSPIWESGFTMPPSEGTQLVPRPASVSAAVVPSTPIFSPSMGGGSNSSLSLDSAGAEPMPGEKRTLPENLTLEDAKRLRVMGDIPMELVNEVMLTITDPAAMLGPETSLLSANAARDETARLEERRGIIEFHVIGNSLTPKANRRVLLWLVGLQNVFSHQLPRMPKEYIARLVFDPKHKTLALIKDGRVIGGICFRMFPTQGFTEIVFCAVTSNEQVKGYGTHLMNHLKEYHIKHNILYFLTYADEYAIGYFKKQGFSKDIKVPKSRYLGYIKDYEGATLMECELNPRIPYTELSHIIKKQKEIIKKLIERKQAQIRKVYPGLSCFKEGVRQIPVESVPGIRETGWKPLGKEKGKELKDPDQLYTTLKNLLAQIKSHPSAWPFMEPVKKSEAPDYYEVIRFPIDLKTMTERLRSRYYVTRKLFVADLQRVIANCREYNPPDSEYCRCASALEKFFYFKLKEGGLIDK
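Compounds, pin-transferred from DMSO stocks, meet 20nM GCN5L2 for 15 min before the reaction begins with H3(1-25) peptide (75uM) and acetyl-CoA (70uM). Thiol-reactive ThioGlo1 reports CoA release over 20 min at room temperature.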
The depositor's hits bear a star; u = inconclusive; & = joins results of further samples; [ ] = dose if it differs, or a comment. % is scaled to controls: 0 for no effect and ±100 for the full control effect; potency is read from the fitted curve at half-maximal effect. A portion of the library; count on the stated rates, not on these rows.

GCN5L2 inh | SMILES
-21% | CC1(OC(=O)C2CCCC2)C(=O)C=C2C=C(c3ccsc3)N(CCN3CCOCC3)C=C2C1=O (centres undefined)
-21%[0.501 µM] | Cc1ccc(C(=O)n2c(=S)nc3ccccn32)cc1
27% | COc1ccc(CNc2nc(NCc3ccc(OC)cc3)c3ncn(C(C)C)c3n2)cc1
28µM* | COc1ccc(CCNC(=O)c2ccc3c(c2)NC(=O)C(CSCc2cc(C)ccc2C)N3)cc1OC (centres undefined)
-1% | Cc1cc(C)c2sc(N(CCCN(C)C)C(=O)c3ccc(S(=O)(=O)N4CCc5ccccc5C4)cc3)nc2c1
27% | COc1cccc(C(=O)Nc2ccncc2)c1
0% | Cc1cccc2nc(COc3ccc(-c4ccccc4)cc3)cn12
-6% | CCOC(=O)C1(C(C)C)Oc2ccccc2C(c2ccc(OC)cc2)=C1C(=O)OC (centres undefined)

Further compounds:
GCN5L2 inh | SMILES
0% | CCOCCOC(=O)C(C)Oc1ccc(Oc2ncc(C(F)(F)F)cc2Cl)cc1 (centres undefined)
-9% | Cc1ccc(/C(O)=C2/C(=O)C(=O)N(CCCn3ccnc3)C2c2ccccn2)cc1 (centres undefined)
-4% | Cc1cc(NC2CCCCC2)nc(-n2nc(C)cc2C)n1
-2% | COc1cc(CC(NC(C)=O)C(=O)NC2CCN(c3c4c(nc5ncnn35)CCC4)CC2)cc(OC)c1 (centres undefined)
-22% | COc1ccccc1OCC(=O)N/N=C/c1c(O)ccc2ccccc12
-22% | CC(C)Cc1ccccc1O
u | CN1CC[C@@]23c4ccccc4N[C@H]1[C@]21CCN(C)[C@@H]3Nc2ccccc21
u | CCCc1ccc(/C=C2\C(=O)c3ccccc3C(O)=C2C(=O)OCC)cc1

(continued)
GCN5L2 inh | SMILES
u | O=C1C=C(O)c2c(O)cccc2C1=O
-12% | O=C(CSc1nnc(-c2ccc(Cl)cc2)o1)N1CCN(c2ccccc2)CC1
-17% | CCOc1ccccc1NC(=O)c1ccc([N+](=O)[O-])cc1
-14% | C#CCOCCOCCOCCNc1nc(N2CCN(C(=O)CCCCCCCCCCNC(=O)[C@H]([C@@H](C)CC)n3cc(CCCCCN)nn3)CC2)nc(N2CCN(C(=O)CCCCCCCCCCNC(=O)[C@@H]([C@H](C)CC)n3cc(CCCCCN)nn3)CC2)n1
-16% | C[C@]12CC[C@@H]3c4ccc(O)cc4CC[C@H]3[C@@H]1CCC2OC(=O)CCC1CCCC1 (some centres undefined)
-16% | CSCSC1=C(C#N)C(c2ccc(Cl)cc2)C(C(C)=O)=C(C)N1 (centres undefined)
-14% | O=C(c1cc2c(=O)n3ccccc3nc2s1)N1CCc2ccccc2C1
-28% | O=c1[nH][nH]c(=S)n1-c1ccccc1C(F)(F)F

(continued)
GCN5L2 inh | SMILES
-21% | Cc1cc(C)c(NC(=O)c2sc3nc(C)[nH]c(=O)c3c2C)c(C)c1
-12% | O=C([O-])c1cc(-c2ccccc2)cc(-c2ccccc2)[n+]1Cc1ccccc1
8%[21.4 µM] | CC(=O)S[C@H]1CC2=CC(=O)CC[C@@]2(C)[C@H]2CC[C@@]3(C)[C@H](CC[C@]34CCC(=O)O4)[C@@H]12
-4% | CC/C(O)=C1\C(=O)CCCC1=NCCc1nc2ccccc2[nH]1
54%[activator] | c1ccc2[nH]c(NCCCc3cnc[nH]3)nc2c1
-14% | CCN1C(=O)OC2(CCCCC2)C1(C)O (centres undefined)
2% | CC1(C)CC(=O)c2sc(NC(=O)c3ccccc3)nc2C1
-4% | Cc1cccc2c(Cl)cc(=O)[nH]c12

The list goes on.
GCN5L2 inh | SMILES
1% | CCC(C(=O)O)n1nnc(-c2ccc(OCc3ccccc3)c(OC)c2)n1 (centres undefined)
-3% | COc1ccc(C2CC(=O)C(C=NCCN3CCNCC3)=C(O)C2)cc1OC (centres undefined)
-16% | Cc1ccc2c(c1)c1c(n2CC(O)CN2CCOCC2)CCCC1 (centres undefined)
-15% | Nc1ccc2c3c(cccc13)C(=O)NC2=O
-1% | COc1ccc(S(=O)(=O)Cc2ccc(C(=O)NCc3ccc(F)cc3)o2)cc1
-2% | COc1ccc(-c2cc(C(=O)OCC(=O)NC(C)(C)C)c3ccccc3n2)cc1
1% | COc1ccc(-n2nc(C(=O)Nc3nc4ccc(OC)cc4s3)c3ccccc3c2=O)c(OC)c1
-3% | Cc1cccc(-n2c3nc(=O)[nH]c(=O)c-3cc3c(C)nn(-c4ccccc4)c32)c1

Six compounds drawn at random from those above, as already listed:
GCN5L2 inh | SMILES
-16% | CSCSC1=C(C#N)C(c2ccc(Cl)cc2)C(C(C)=O)=C(C)N1 (centres undefined)
-6% | CCOC(=O)C1(C(C)C)Oc2ccccc2C(c2ccc(OC)cc2)=C1C(=O)OC (centres undefined)
-2% | COc1ccc(-c2cc(C(=O)OCC(=O)NC(C)(C)C)c3ccccc3n2)cc1
0% | CCOCCOC(=O)C(C)Oc1ccc(Oc2ncc(C(F)(F)F)cc2Cl)cc1 (centres undefined)
-4% | CC/C(O)=C1\C(=O)CCCC1=NCCc1nc2ccccc2[nH]1
-1% | COc1ccc(S(=O)(=O)Cc2ccc(C(=O)NCc3ccc(F)cc3)o2)cc1

Remaining list, next part.
GCN5L2 inh | SMILES
2% | CN(C)C(=O)n1nnnc1Cc1ccc(-c2ccccc2)cc1
u | Cc1ccc(C)c(N(CC(=O)NC2CCCCC2)C(=O)CCC(=O)Nc2ccccn2)c1
19% | O=C1Nc2ccc(C(F)(F)F)cc2N2CCCC12 (centres undefined)
2% | Cc1ccc(NC(=O)COc2ccccc2C(=O)NCCN(C)C)cc1
-28% | O=C(CSc1nc(N2CCCCC2)nc(N2CCCCC2)n1)N1CCc2ccccc21
-3% | Cc1ccc(-c2nnc(SCC(=O)NNC(=O)COc3cccc4ccccc34)n2C)cc1
3% | CC(C)Cn1c(-c2ccco2)nc2c(c(=O)c3ccccc3n2C)c1=O
5% | CC(OC(=O)c1ccc2ncsc2c1)C(=O)NCc1ccccc1 (centres undefined)

The list goes on:
GCN5L2 inh | SMILES
-12% | CN(C)c1ccc(/C=C/c2cc[n+]([O-])cc2)cc1
-15% | O=C(Cn1nnc2ccccc2c1=O)NCCc1ccc(F)cc1
2% | COC(=O)c1cc2c(=O)n3cccc(C)c3nc2n(Cc2cccnc2)c1=N
4%[88.6 µM] | Cc1cccc([C@H]2[C@@H]3C=CC(C)C[C@@H]3C(=O)N2Cc2ccccc2)c1 (some centres undefined)
0% | CC(C)Cn1c(N)c(C(=O)CSc2nc3ccccc3c(=O)n2CCCN2CCOCC2)c(=O)n(C)c1=O
5% | Cc1cc(Cl)ccc1OCC(O)CN1C(C)CCCC1C (centres undefined)
10% | NCC1O[C@@H](O[C@@H]2C(O)[C@H](O[C@H]3OC(CO)C(O)C(N)C3O)[C@@H](N)C[C@H]2N)C(N)C(O)C1O (some centres undefined)
-1% | COc1ccccc1NC(=O)CCN1CCN(CCC(=O)Nc2ccccc2OC)CC1

Next compounds
GCN5L2 inh | SMILES
1% | CCc1cccc2cc(C(O)CNC(C)(C)C)oc12 (centres undefined)
-1% | CCc1ccc(NC(=O)c2cc(Br)ccc2Br)cc1
-10% | Cc1ccc(CNC(=O)c2sc3ccc(S(=O)(=O)N4CCCCC4)cc3c2N)cc1
-27% | Cn1c(N)c(C(=O)COC(=O)c2cc(-c3ccco3)nc3ccccc23)c(=O)n(Cc2ccccc2)c1=O
-1% | Cc1cc(S(=O)(=O)Nc2ccc(C(=O)NCC3CCCO3)cc2)ccc1F (centres undefined)
-5% | CCOC(=O)CCCCC(=O)c1[nH]c(=O)[nH]c1CSc1nnc2c3cc(Br)ccc3n(C)c2n1
21% | COC(=O)[C@@H]1CC2=CC(=O)CC[C@]2(C)[C@@]23O[C@@H]2C[C@@]2(C)[C@H](CC[C@@]24CCC(=O)O4)[C@@H]13
-1% | Cc1cccc(NC(=O)c2c(O)c3cccc4c3n(c2=O)CCC4)n1

The results go on:
GCN5L2 inh | SMILES
-7% | Cc1ccc(/C=C/C(=O)Oc2ccc(C#N)cc2)o1
-7% | C#CCOCCOCCOCCNc1nc(N2CCN(C(=O)[C@H](CCC(=O)O)n3cc(C(N)Cc4ccc(O)cc4)nn3)CC2)nc(N2CCN(C(=O)[C@H](Cc3cc4ccccc4[nH]3)n3cc(C(N)CC(C)C)nn3)CC2)n1 (some centres undefined)
-9% | Cc1ccc2c(C(=O)CN3CCC(C(N)=O)CC3)c(C)[nH]c2c1
1% | O=C1CC(=O)c2c1cccc2[N+](=O)[O-]
-2% | CN1CCN(S(=O)(=O)c2ccc(N(C)CC(=O)Nc3ccc(F)cc3)nc2)CC1
0% | COc1ccc(CN(C)c2nc(-c3cccnc3)nc3ccccc23)cc1OC
0% | Cc1cc(=O)n(C)c(=O)n1CCCCCCOc1ccc([N+](=O)[O-])cc1
-5%&8%&48% | OCCC(O)CO (centres undefined)

The listing continues:
GCN5L2 inh | SMILES
-3% | CCC(NC(=S)NC1CCCCC1)c1ccc(C(C)C)cc1 (centres undefined)
1% | CNCC(=O)NC(CCCN=C(N)N)C(=O)NC(C(=O)NC(Cc1ccc(O)cc1)C(=O)NC(C(=O)NC(Cc1cnc[nH]1)C(=O)N1CCCC1C(=O)NC(C)C(=O)O)C(C)C)C(C)C (centres undefined)
-10% | Cc1ccc(C[C@H](C(=O)O)N2C(=O)c3ccc(C(=O)O)cc3C2=O)c(C)c1
-6% | O=S(=O)(NC[C@@H]1CCC[C@H](CNS(=O)(=O)c2c(F)cccc2F)C1)c1ccc2c(c1)OCCO2
-11% | COC(=O)C/C=C/[C@@H](C)[C@@H](/C=N/OC[C@H]1O[C@H](c2ccccc2)C=C[C@@H]1Oc1ccc(OC)cc1)OC
-6% | CC(=O)Nc1nc2c(c3c1c(=O)oc1ccccc13)CCCC2
-8% | COc1ccc(NC2CCCN(C(=O)CCCn3cncn3)C2)cc1 (centres undefined)
1% | NCCCC[C@H](N)C(=O)N[C@@H](CCCN=C(N)N)C(=O)N1CCC[C@H]1C(=O)N1CCC[C@H]1C(=O)NCC(=O)N[C@@H](Cc1ccccc1)C(=O)N[C@@H](CO)C(=O)N1CCC[C@H]1C(=O)N[C@@H](Cc1ccccc1)C(=O)O

Additional compounds.
GCN5L2 inh | SMILES
-21% | Cc1cc(C(=O)O)ccc1-c1ccc(/C=C2\SC(=O)N(CC(=O)Nc3ccc4c(c3)OCO4)C2=O)o1
-3% | CCCN1C(=O)/C(=C/c2c(N3CCNC(=O)C3CC(=O)OC)nc3c(C)cccn3c2=O)SC1=S (centres undefined)
6%[88.6 µM] | O=c1cc(-c2cccc(F)c2)[nH]c2ccc(Cl)cc12
-26% | CC(=O)c1ccc(NC(=O)OCCN2CCN(Cc3ccccc3)CCC2=O)cc1
-20% | CC(=O)NC1[C@H]([C@H](O)[C@H](O)CO)OC(C(=O)O)=C[C@H]1N=C(N)N (some centres undefined)
13% | CCc1cccc(CC)c1NC(=O)CN1CCc2cc(OC)c(OC)cc2C1
u | CCOc1ccc(NC(=O)c2cccc(-n3cccc3)c2)cc1S(=O)(=O)N1CCOCC1
-7% | CCOC(=O)C1=C(C)Nc2nnnn2C1c1c[nH]c2ccccc12 (centres undefined)

Ordered by value in GCN5L2 inh (descending): some entries from above
Molecule,GCN5L2 inh
CCc1cccc(CC)c1NC(=O)CN1CCc2cc(OC)c(OC)cc2C1,13%
CCCN1C(=O)/C(=C/c2c(N3CCNC(=O)C3CC(=O)OC)nc3c(C)cccn3c2=O)SC1=S (centres undefined),-3%
CC(=O)NC1[C@H]([C@H](O)[C@H](O)CO)OC(C(=O)O)=C[C@H]1N=C(N)N (some centres undefined),-20%
CC(=O)c1ccc(NC(=O)OCCN2CCN(Cc3ccccc3)CCC2=O)cc1,-26%

The listing continues:
GCN5L2 inh | SMILES
u | CCn1cc(C(=O)NC2CCCc3c2cnn3-c2cccc(C)c2C)cn1 (centres undefined)
9% | Cc1ccc2nc(SCc3cn4c(C)cc(C)nc4n3)[nH]c2c1
1% | Cc1cc(C)n2nc(SCC(=O)N(C)c3c(N)n(Cc4ccccc4)c(=O)[nH]c3=O)nc2n1
-12% | CSCC[C@H](N)C(=O)N[C@@H](CO)C(=O)N[C@@H](CCCN=C(N)N)C(=O)N1CCC[C@H]1C(=O)N[C@@H](C)C(=O)N[C@@H](CS)C(=O)N1CCC[C@H]1C(=O)N[C@@H](CC(N)=O)C(=O)N[C@@H](CC(=O)O)C(=O)N[C@@H](CCCCN)C(=O)N[C@@H](Cc1ccc(O)cc1)C(=O)N[C@@H](CCC(=O)O)C(=O)O
0% | Cc1ccc(CN2C(=O)C3CCCN3c3ccc(S(=O)(=O)N4CCOCC4)cc32)cc1 (centres undefined)
31%[activator] | CCCCCC(O)c1ccc([C@H]2CCC(=O)[C@@H]2CCCCCCC(=O)O)cc1 (some centres undefined)
-3% | CCN1CCN(C(=O)N[C@@H](C(=O)N[C@@H]2C(=O)N3[C@@H]2SC(C)(C)[C@@H]3C(=O)O)c2ccccc2)C(=O)C1=O
-7% | CC(C)CNC(=O)c1ccc(Cl)c(NC(=O)COc2ccccc2)c1

(listing goes on)
GCN5L2 inh | SMILES
55%[activator] | CC[C@H](C)[C@H](NC(=O)[C@H](C)NC(=O)[C@@H](N)C(C)C)C(=O)N[C@H](C(=O)N[C@H](C(=O)N[C@@H](CC(C)C)C(=O)N[C@H](C(=O)N[C@@H](CCCCN)C(=O)O)C(C)C)C(C)C)[C@@H](C)O
0% | CC(C)CC1NC(=O)c2ccc(Cl)cc2-n2c1nc1cc(F)ccc1c2=O (centres undefined)
1% | O=C1NC(Cc2ccccc2)c2nc3ccc(Cl)cc3c(=O)n2-c2ccc(Cl)cc21 (centres undefined)
-3% | COCCn1c(SCC(=O)Nc2ccc(OC)cc2)nc2c(oc3ccccc32)c1=O

High-throughput results from PubChem BioAssay.
